Screening data from PubChem BioAssay.
GSK3B inh = inhibitors of human GSK3beta kinase; activity score (negative = inhibition), % at 10 µM; 300,000 tested, 0.038% active; GST-GSK3beta kinase, ADP-Glo luminescence, 60 min; active compounds read low;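 active = more than half of replicate wells score below -50%, meaning over 50% inhibition versus plate controls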;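 note: 0% = median DMSO wells and -100% = median GW8510 positive control wells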
Target sequence (P49841 whole entry, looked up): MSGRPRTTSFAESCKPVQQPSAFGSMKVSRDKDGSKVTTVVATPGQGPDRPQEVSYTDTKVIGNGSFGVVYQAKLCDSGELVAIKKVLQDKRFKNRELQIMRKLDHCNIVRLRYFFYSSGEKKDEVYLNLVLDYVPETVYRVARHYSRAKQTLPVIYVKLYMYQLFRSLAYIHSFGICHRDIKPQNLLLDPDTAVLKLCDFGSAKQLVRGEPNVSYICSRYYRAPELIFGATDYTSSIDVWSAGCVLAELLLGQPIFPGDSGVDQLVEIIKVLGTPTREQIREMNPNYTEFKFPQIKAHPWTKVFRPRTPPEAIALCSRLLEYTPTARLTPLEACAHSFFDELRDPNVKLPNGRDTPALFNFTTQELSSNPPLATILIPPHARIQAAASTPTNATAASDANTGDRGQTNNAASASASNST
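Test system – GST-tagged human GSK3beta kinase, cell-free · Incubation – 60 min enzyme reaction, room temperature · Signal – ADP-Glo luminescence · Also added – peptide substrate and ATP at 25 µM · Controls – DMSO neutral wells and GW8510 at 20 µM as positive · Buffer or medium – Tris/MgCl2 kinase buffer · Measure – Luminescence-derived activity versus plate DMSO and GW8510 wells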
AI-2 QS modul = Vibrio harveyi AI-2 quorum sensing modulation | Vibrio harveyi JMH597 AI-2 luminescence/OD600 ratio, 9 h; active compounds read low; strain lacks LuxN and CqsS sensors; 0 = neutral-control median | 300,000 tested, 0.4% active | activity change, % at 7.5 µM | AID 2094; in the data active = activity change below about -75%, passing the limit was not always enough;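 note: luminescence divided by OD600 gain over 9 h not by final OD600 alone; inactives centre near 13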
GSK3 alpha inh = blocks human GSK-3 alpha kinase | P49840 | 320,000 tested, 0.1% active | ADP-Glo luminescence, 60 min | inhibition, % at 10 µM;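 in the data active = inhibition above about 50%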;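 note: GST-tagged GSK-3 alpha with peptide substrate and 25 µM ATP; 0% = DMSO neutral wells and 100% = GW8510 positive control wells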
Target sequence (P49840 whole entry, looked up): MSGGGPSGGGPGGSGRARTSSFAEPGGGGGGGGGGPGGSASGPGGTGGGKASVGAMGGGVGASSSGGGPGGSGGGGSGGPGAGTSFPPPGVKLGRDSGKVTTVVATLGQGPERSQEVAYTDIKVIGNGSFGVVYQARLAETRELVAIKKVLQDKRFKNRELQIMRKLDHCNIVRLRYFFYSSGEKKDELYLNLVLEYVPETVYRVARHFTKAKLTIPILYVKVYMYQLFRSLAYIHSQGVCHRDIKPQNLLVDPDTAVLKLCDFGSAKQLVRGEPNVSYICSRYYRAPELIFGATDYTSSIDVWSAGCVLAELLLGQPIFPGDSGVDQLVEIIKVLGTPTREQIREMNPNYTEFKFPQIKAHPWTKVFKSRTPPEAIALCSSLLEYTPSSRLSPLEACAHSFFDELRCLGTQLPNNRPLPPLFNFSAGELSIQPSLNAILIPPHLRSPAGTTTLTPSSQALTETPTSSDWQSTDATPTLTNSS
aSyn 5UTR inh = 5' untranslated region of α-synuclein, MLPCN primary screen | alpha-synuclein 5'UTR reporter, inhibitor activity | inhibition, % (tested at 7.5 µM) | 300,000 tested, 0.82% active | AID 1813; in the data active = inhibition above about 60%;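 note: H4 neuroglioblastoma cells stably carrying SNCA 5'UTR luciferase fusion; 0% = DMSO wells and 100% = positive control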
HSF-1 act = increases HSF-1 driven luciferase reporter signal | NIH3T3-HGL HSF-1 luciferase reporter, MG132, 8 h; 100% = twice DMSO control signal | activation, % at 9 µM | 300,000 tested, 1.7% active;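 active = mean replicate activation of at least 50% with a set share of replicates each reaching 50%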;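 note: 0% = median of the neutral control wells and 100% = twice that signal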
HSF1 inh = HSF1 inhibition; NIH3T3-HGL HSE-luciferase, MG132-induced, luminescence 8 h; active compounds read low; activity change, negative = inhibition, % at 7.5 µM (by protocol); 300,000 tested, 0.77% active;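 active = more than half of replicate wells show activity change below -50%, luminescence cut by over half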;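 note: luciferase reports HSF-1 transcriptional activity via heat shock element; 0% = median of DMSO wells and -100% = zero luminescence signal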
PolyA inh = inhibitors of polyadenylation in S. cerevisiae | 300,000 tested, 0.02% active | calls only at 12 µM | AID 1875 | S. cerevisiae SKY197-pL101 polyadenylation reporter, beta-gal luminescence; efflux-impaired pdr1/pdr3 knockout yeast; score 100 = 6 SD above DMSO;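 active = lowest replicate activity score at least 50, where 100 means six control SD above control mean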;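 note: yeast exposed to compound for 9 h at 30 °C; higher score means more reporter readthrough which indicates perturbed polyadenylation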
HSP90 refold inh = inhibitors of HSP90 luciferase refolding in rabbit reticulocyte lysate | luciferase refolding luminescence, 3 h | inhibition, % at 5.6 µM | 290,000 tested, 0.91% active;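 active = inhibition above the screen-wide mean plus 3 SD, computed separately per campaign, cut at about 16% in these data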;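 note: 0% = DMSO wells and 100% = 60 µM geldanamycin wells; inhibitors lower the luminescence because luciferase stays unfolded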
KLF5 inh = kruppel-like factor 5 inhibition; 290,000 tested, 0.23% active; AID 1700; inhibition, % at 5 µM; DLD-1 KLF5 promoter-luciferase reporter, luminescence;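 active = inhibition above a per-plate limit of that plate's mean compound inhibition plus 3 SD, cut at about 60% in these data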;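 note: 0% = DMSO wells and 100% = LY294002 at 200 µM; higher means less KLF5 promoter-driven luciferase light; inactives centre near -14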
IEC-6 cytotox = kills IEC-6 intestinal cells in KLF5 counter-screen. IEC-6 cytotoxicity, luminescence viability. inhibition, % at 5 µM. 290,000 tested, 0.78% active; in the data active = inhibition above about 22%;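 note: 0% = plate median of test compound wells and 100% = cytotoxic reference compound wells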
Active calls of the source: *.

Screening O=C1CN(C(=O)c2cc3ccccc3oc2=O)C(c2ccc(F)cc2)c2cc(F)ccc2N1 (stereo unspecified) returned GSK3B inh 1, AI-2 QS modul 7, GSK3 alpha inh -1, aSyn 5UTR inh -12, HSF-1 act 11, HSF1 inh -4, PolyA inh inactive, HSP90 refold inh 1, KLF5 inh -10 and IEC-6 cytotox 4.
Screening S=C1NC2=C(CCC/C2=C\c2ccccc2)C(c2ccccc2)N1 (stereo unspecified) returned GSK3B inh 0, AI-2 QS modul 0, GSK3 alpha inh -2, aSyn 5UTR inh -3, HSF-1 act 11, HSF1 inh 8, PolyA inh inactive, HSP90 refold inh 3, KLF5 inh -13 and IEC-6 cytotox 2.
For CCOC(=O)c1cc(C#N)c(SCC(N)=O)[nH]c1=O the results were GSK3B inh 8, AI-2 QS modul 15, GSK3 alpha inh -2, aSyn 5UTR inh -18, HSF-1 act -5, HSF1 inh -5, PolyA inh inactive, HSP90 refold inh 0, KLF5 inh 17 and IEC-6 cytotox -7.
CC(=O)c1c(C)nn(CC(O)COc2ccc3ccccc3c2)c1C (stereo unspecified) was read as GSK3B inh 3, AI-2 QS modul 25, aSyn 5UTR inh 23, HSF-1 act 15, HSF1 inh 7, PolyA inh inactive, HSP90 refold inh 4, KLF5 inh -13 and IEC-6 cytotox 4.
`Nc1c(C(=O)c2ccc(Cl)cc2)sc2nc3c(cc12)CCC3` gave GSK3B inh 0, AI-2 QS modul 18, GSK3 alpha inh 1, aSyn 5UTR inh -108, HSF-1 act 51*, HSF1 inh 27, PolyA inh inactive, HSP90 refold inh 6, KLF5 inh -6 and IEC-6 cytotox 8.
Screening Nc1cc(OC(=O)c2c(F)cccc2Cl)nn1S(=O)(=O)c1ccccc1 returned GSK3B inh 1, AI-2 QS modul 12, GSK3 alpha inh -2, aSyn 5UTR inh -38, HSF-1 act 19, HSF1 inh 2, PolyA inh inactive, HSP90 refold inh -3, KLF5 inh -14 and IEC-6 cytotox 4.
O=C1NC2(CCCCC2)C(=O)N1c1ccc(Cl)cc1 was read as GSK3B inh 2, AI-2 QS modul -1, GSK3 alpha inh 6, aSyn 5UTR inh -1, HSF-1 act -1, HSF1 inh 0, PolyA inh inactive, HSP90 refold inh -4, KLF5 inh -61 and IEC-6 cytotox 4.
For O=C(NC(=S)NC(c1ccccc1)c1ccncc1)c1ccccc1 (stereo unspecified) the results were GSK3B inh -2, AI-2 QS modul 13, GSK3 alpha inh 2, aSyn 5UTR inh -45, HSF-1 act -31, HSF1 inh -20, PolyA inh inactive, HSP90 refold inh 5, KLF5 inh -36 and IEC-6 cytotox 12.
CCC(C)NC(=O)C1CCN(S(=O)(=O)CC)CC1 (stereo unspecified) was read as GSK3B inh -2, AI-2 QS modul 26, GSK3 alpha inh 0, aSyn 5UTR inh 24, HSF-1 act -6, HSF1 inh -7, PolyA inh inactive, HSP90 refold inh 4, KLF5 inh -41 and IEC-6 cytotox 0.
Screening Cn1c(SCC(=O)NC2CCCCC2)nnc1-c1ccc(N)cc1 returned GSK3B inh -5, AI-2 QS modul 15, GSK3 alpha inh 0, aSyn 5UTR inh 8, HSF-1 act 32, HSF1 inh 17, PolyA inh inactive, HSP90 refold inh 3, KLF5 inh 2 and IEC-6 cytotox -8.
CC(C)C(=O)Nc1ccc(C(=O)c2ccccc2)cc1 was read as GSK3B inh -2, AI-2 QS modul 3, GSK3 alpha inh 0, aSyn 5UTR inh -88, HSF-1 act -37, HSF1 inh -19, PolyA inh inactive, HSP90 refold inh -4, KLF5 inh -56 and IEC-6 cytotox 2.
COc1cccc(NC(=O)c2nc(SC)ncc2Cl)c1 was read as GSK3B inh 1, AI-2 QS modul 13, GSK3 alpha inh 1, aSyn 5UTR inh -20, HSF-1 act 6, HSF1 inh -1, PolyA inh inactive, HSP90 refold inh 2, KLF5 inh -12 and IEC-6 cytotox 10.
Screening Cc1c(C(=O)OCc2ccc(F)cc2)sc2nc3n(c(=O)c12)CCC3 returned GSK3B inh -4, AI-2 QS modul -5, GSK3 alpha inh -2, aSyn 5UTR inh -26, HSF-1 act 5, HSF1 inh 10 and PolyA inh inactive.
`Cc1cccc(CNC(=O)C2CCC(=O)N(C3CCCCCC3)C2)c1` (stereo unspecified) gave GSK3B inh 6, AI-2 QS modul 16, GSK3 alpha inh -4, aSyn 5UTR inh -2, HSF-1 act 8, HSF1 inh 0, PolyA inh inactive, HSP90 refold inh -1, KLF5 inh -12 and IEC-6 cytotox 2.
CCn1c(-c2cc(-c3ccccc3OC)nc3ccccc23)n[nH]c1=S was read as GSK3B inh -1, AI-2 QS modul 20, GSK3 alpha inh -2, aSyn 5UTR inh 19, HSF-1 act -2, HSF1 inh 3, PolyA inh inactive, HSP90 refold inh 0, KLF5 inh -41 and IEC-6 cytotox -1.
For CC1(C)c2[nH]c3ccccc3c2C[C@H]2C(=O)N(Cc3ccccc3F)C(=O)N21 the results were GSK3B inh 0, AI-2 QS modul 0, GSK3 alpha inh 1, aSyn 5UTR inh 30, HSF-1 act -11, HSF1 inh -2 and PolyA inh inactive.
CC(=O)N(CCc1ccccc1C)Cc1cc2ccc(C)cc2[nH]c1=O was read as GSK3B inh 4, AI-2 QS modul 31, GSK3 alpha inh -1, aSyn 5UTR inh 14, HSF-1 act 3, HSF1 inh 2, PolyA inh inactive, HSP90 refold inh -2, KLF5 inh -18 and IEC-6 cytotox -10.
COc1ccc2ccccc2c1/C=N/O was read as GSK3B inh 2, AI-2 QS modul -5, GSK3 alpha inh -2, aSyn 5UTR inh 12, HSF-1 act 9, HSF1 inh 3, PolyA inh inactive, HSP90 refold inh 3, KLF5 inh -7 and IEC-6 cytotox 1.
For COc1ccccc1CCC(=O)Nc1ccc(C)cc1Cl the results were GSK3B inh 2, AI-2 QS modul 4, GSK3 alpha inh 5, aSyn 5UTR inh -160, HSF-1 act 29, HSF1 inh 18, PolyA inh inactive, HSP90 refold inh 1, KLF5 inh -59 and IEC-6 cytotox 2.
Screening C=C(C)Cn1c(=O)c2c(nc3n2CCCN3CCc2ccccc2)n(C)c1=O returned GSK3B inh -1, AI-2 QS modul 30, GSK3 alpha inh 2, aSyn 5UTR inh -3, HSF-1 act 1, HSF1 inh 1, PolyA inh inactive, HSP90 refold inh -5, KLF5 inh -5 and IEC-6 cytotox -2.
Screening CC1CCCCC1NC(=S)NC(=O)c1ccccc1Br (stereo unspecified) returned GSK3B inh -1, AI-2 QS modul 17, GSK3 alpha inh -1, aSyn 5UTR inh 12, HSF-1 act -26, HSF1 inh -18, PolyA inh inactive, HSP90 refold inh 2, KLF5 inh -26 and IEC-6 cytotox -5.
`COC(=O)c1sccc1NC(=O)CN(C)NS(=O)(=O)c1ccc(Cl)cc1` gave GSK3B inh 1, AI-2 QS modul 10, GSK3 alpha inh -4, aSyn 5UTR inh -1, HSF-1 act -16, HSF1 inh -2, PolyA inh inactive, HSP90 refold inh 4, KLF5 inh -16 and IEC-6 cytotox 3.
For Cc1ccc(OCCOC(=O)CN2C(=O)NC3(CCCC3)C2=O)cc1 the results were GSK3B inh 2, AI-2 QS modul 9, GSK3 alpha inh -1, aSyn 5UTR inh -1, HSF-1 act 8, HSF1 inh 0 and PolyA inh inactive.
CCOC(=O)c1ccccc1NC(=O)c1ccc2c(SCC(=O)O)c3c(nc2c1)CCCC3 was read as GSK3B inh 0, AI-2 QS modul 17, GSK3 alpha inh 0, aSyn 5UTR inh -49, HSF-1 act -80, HSF1 inh -77*, PolyA inh inactive, HSP90 refold inh 4, KLF5 inh -15 and IEC-6 cytotox -4.
Screening CCOC(=O)C(C)Sc1nc2ccccc2c(=O)n1CC1CCCCC1 (stereo unspecified) returned GSK3B inh 0, AI-2 QS modul 4, GSK3 alpha inh -1, aSyn 5UTR inh -13, HSF-1 act -1, HSF1 inh 5, PolyA inh inactive, HSP90 refold inh 3, KLF5 inh -4 and IEC-6 cytotox 2.
Cc1cc(-c2cccs2)c2c(n1)sc1c(=O)[nH]c(=O)[nH]c12 was read as GSK3B inh 1, AI-2 QS modul -5, GSK3 alpha inh -2, aSyn 5UTR inh -9, HSF-1 act -12, HSF1 inh -10, PolyA inh inactive, HSP90 refold inh 0, KLF5 inh -41 and IEC-6 cytotox -3.
For O=C(Cc1ccccc1)Nc1cccc(N2C(=O)C=CC2=O)c1 the results were GSK3B inh 0, AI-2 QS modul -88*, GSK3 alpha inh -5, aSyn 5UTR inh 5, HSF-1 act -70, HSF1 inh -62*, PolyA inh inactive, HSP90 refold inh -5, KLF5 inh -6 and IEC-6 cytotox 0.
`COc1ccccc1C(NC(C)=O)c1cc(Cl)c2cccnc2c1O` (stereo unspecified) gave GSK3B inh 0, AI-2 QS modul -1, GSK3 alpha inh -2, aSyn 5UTR inh 67*, HSF-1 act -46, HSF1 inh -46, PolyA inh inactive, HSP90 refold inh 24*, KLF5 inh 73* and IEC-6 cytotox 61*.
Screening CC(C)c1ccc(-c2nc(N3CCCCC3)[nH]c(=O)c2C#N)cc1 returned GSK3B inh -1, AI-2 QS modul 13, GSK3 alpha inh 1, aSyn 5UTR inh 11, HSF-1 act 9, HSF1 inh 0, PolyA inh inactive, HSP90 refold inh 0, KLF5 inh -8 and IEC-6 cytotox -3.
`O=C(CCc1ccccc1)N1CCN(c2ccc(Cl)cc2)CC1` gave GSK3B inh 3, AI-2 QS modul 11, GSK3 alpha inh -4, aSyn 5UTR inh 24, HSF-1 act 8, HSF1 inh 5, PolyA inh inactive, HSP90 refold inh 1, KLF5 inh -34 and IEC-6 cytotox 2.

Taken from the results shown, 4 compounds:
Screening O=C1CN(C(=O)c2cc3ccccc3oc2=O)C(c2ccc(F)cc2)c2cc(F)ccc2N1 (stereo unspecified) returned GSK3B inh 1, AI-2 QS modul 7, GSK3 alpha inh -1, aSyn 5UTR inh -12, HSF-1 act 11, HSF1 inh -4, PolyA inh inactive, HSP90 refold inh 1, KLF5 inh -10 and IEC-6 cytotox 4.
Screening S=C1NC2=C(CCC/C2=C\c2ccccc2)C(c2ccccc2)N1 (stereo unspecified) returned GSK3B inh 0, AI-2 QS modul 0, GSK3 alpha inh -2, aSyn 5UTR inh -3, HSF-1 act 11, HSF1 inh 8, PolyA inh inactive, HSP90 refold inh 3, KLF5 inh -13 and IEC-6 cytotox 2.
For CCOC(=O)c1cc(C#N)c(SCC(N)=O)[nH]c1=O the results were GSK3B inh 8, AI-2 QS modul 15, GSK3 alpha inh -2, aSyn 5UTR inh -18, HSF-1 act -5, HSF1 inh -5, PolyA inh inactive, HSP90 refold inh 0, KLF5 inh 17 and IEC-6 cytotox -7.
CC(=O)c1c(C)nn(CC(O)COc2ccc3ccccc3c2)c1C (stereo unspecified) was read as GSK3B inh 3, AI-2 QS modul 25, aSyn 5UTR inh 23, HSF-1 act 15, HSF1 inh 7, PolyA inh inactive, HSP90 refold inh 4, KLF5 inh -13 and IEC-6 cytotox 4.

Not all compounds are listed; the hit share may differ from the screen's.
